From PubChem
GASC-1 inh: human JMJD2C demethylase inhibition. Q9H3R0. GST-JMJD2C(1-420) H3K9me3 demethylation, DELFIA europium. inhibition, % at 2.35 µM. 0.069% of 330,000 active. AID 2099;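 active = more than half of a compound's replicate wells show inhibition beyond 50%, single wells judged on their own value; inconclusive = some, but no more than half, of replicates pass 50% inhibition; inactive = no replicate passes 50% inhibition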;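 note: signal counts dimethyl H3K9 product captured on neutravidin plate; 0% = median of DMSO wells and 100% = 0.3 times that DMSO median; strong numbers were not always called active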
Target sequence (Q9H3R0 1-420 limits assumed): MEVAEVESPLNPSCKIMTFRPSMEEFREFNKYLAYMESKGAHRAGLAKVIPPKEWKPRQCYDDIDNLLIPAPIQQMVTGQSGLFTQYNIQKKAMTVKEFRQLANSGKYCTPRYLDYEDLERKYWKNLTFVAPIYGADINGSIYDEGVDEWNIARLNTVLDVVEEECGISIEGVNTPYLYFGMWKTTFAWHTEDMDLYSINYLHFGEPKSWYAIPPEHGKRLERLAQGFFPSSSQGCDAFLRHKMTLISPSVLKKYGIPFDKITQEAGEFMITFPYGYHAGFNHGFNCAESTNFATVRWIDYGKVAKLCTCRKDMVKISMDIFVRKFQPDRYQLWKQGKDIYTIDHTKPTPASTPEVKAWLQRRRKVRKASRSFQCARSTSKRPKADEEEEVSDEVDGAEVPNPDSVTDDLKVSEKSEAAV
* hit, by the source's call. This is a subset (hit frequency here may not be typical).

How did O=C(O)C1=C[C@H](c2ccccc2)C[C@H](OCCCCO)O1 do in these assays?
GASC-1 inh: -5

What do the screens show for `CCCCN(CCCC)CCNC(=O)Cc1nc2c(c(=O)[nH]c(=O)n2C)n1C`?
GASC-1 inh: -27

Results for CCOC(=O)c1sc(-c2ccc(OC)cc2)cc1NC(C)=O ?
GASC-1 inh: 2

How did COC(=O)C1=C(C)N(Cc2ccco2)C(=O)N[C@@H]1c1ccccc1 do in these assays?
GASC-1 inh: 15

How did O=C(Oc1ccccc1)c1cccc2cccc(C(=O)Oc3ccccc3)c12 do in these assays?
GASC-1 inh: 5

Results for Cc1cc(C(=O)CCl)c(C)n1-c1ccon1 ?
GASC-1 inh: 35

Results for COc1ccc(CNC(=O)C23CN(Cc4ccccc4)CC2C(c2ccc([N+](=O)[O-])cc2)=NO3)cc1 (stereo not given) ?
GASC-1 inh: 2

Results for Cc1cc(Cl)ccc1NC(=S)Nc1ccccn1 ?
GASC-1 inh: 17

How did COc1ccc(CN2CCNC(=O)C2CC(=O)NCCc2cnccn2)cc1C (stereo not given) do in these assays?
GASC-1 inh: 2

How did CCCC[C@@H]1C[C@H]1[C@@H](NC(=O)c1ccccc1)c1ccccc1C(F)(F)F do in these assays?
GASC-1 inh: 6

What do the screens show for `CCN1C(=O)[C@H]2[C@@H](c3ccc(SC4CCCCC4)c(OC)c3)N3CCCC[C@@]3(C(=O)OC)[C@H]2C1=O`?
GASC-1 inh: 13

What do the screens show for `CC1CCc2cc(F)cc3c(O)c(C(=O)NCc4ccco4)c(=O)n1c23` (stereo not given)?
GASC-1 inh: -4

Quoted at random: six records from the list
Results for CCOC(=O)c1sc(-c2ccc(OC)cc2)cc1NC(C)=O ?
GASC-1 inh: 2

What do the screens show for `CCCCN(CCCC)CCNC(=O)Cc1nc2c(c(=O)[nH]c(=O)n2C)n1C`?
GASC-1 inh: -27

How did O=C(O)C1=C[C@H](c2ccccc2)C[C@H](OCCCCO)O1 do in these assays?
GASC-1 inh: -5

What do the screens show for `CC1CCc2cc(F)cc3c(O)c(C(=O)NCc4ccco4)c(=O)n1c23` (stereo not given)?
GASC-1 inh: -4

Results for COc1ccc(CNC(=O)C23CN(Cc4ccccc4)CC2C(c2ccc([N+](=O)[O-])cc2)=NO3)cc1 (stereo not given) ?
GASC-1 inh: 2

How did O=C(Oc1ccccc1)c1cccc2cccc(C(=O)Oc3ccccc3)c12 do in these assays?
GASC-1 inh: 5

Remaining list, next part
What do the screens show for `COc1ccc(/C=C\c2nc(=O)c3ccccc3o2)cc1`?
GASC-1 inh: 1

Results for CCCCCN1C/C=C\C(c2ccc(OC)cc2)N(Cc2ccc(F)cc2)C(=O)C1 (stereo not given) ?
GASC-1 inh: 10

What do the screens show for `COCCn1c(SCC(=O)Nc2ncc(C)s2)nc2sc3c(c2c1=O)CCC3`?
GASC-1 inh: -11

What do the screens show for `C#CCNC(=O)/C=C/c1ccc(C)cc1`?
GASC-1 inh: 2

What do the screens show for `OC12CCCCC1C(c1ccc3c(c1)OCO3)N(Cc1cccc(F)c1)CC2` (stereo not given)?
GASC-1 inh: 9

Results for Cn1ncc([N+](=O)[O-])c1C(=O)N1CCCCCC1 ?
GASC-1 inh: 3

What do the screens show for `Cc1oc(-c2ccc(F)cc2)nc1CN1CCCC(C(=O)N2CCOCC2)C1` (stereo not given)?
GASC-1 inh: -2

What do the screens show for `COc1ccc(CCNC(=O)COc2ccc(N(C)S(=O)(=O)c3ccc(Cl)cc3)cc2)cc1`?
GASC-1 inh: -17

Results for CC(=O)Nc1ccc(SC[C@H](Cc2ccccc2)N2CCN(CC(C)C)CCC2=O)cc1 ?
GASC-1 inh: -2

Results for Cc1cc(NC(=O)c2cnccn2)no1 ?
GASC-1 inh: 11

Results for O=C1C2C3c4ccccc4C(c4ccccc43)C2C(=O)N1c1ccncc1 (stereo not given) ?
GASC-1 inh: 7

Results for C[C@@H]1C=CC(=O)O[C@@H]1c1ccc(C(F)(F)F)cc1 ?
GASC-1 inh: inconclusive

How did C#Cc1ccc([C@@H]2C=C(C(=O)O)O[C@H](OCc3ccc(CO)cc3)C2)cc1 do in these assays?
GASC-1 inh: -3

What do the screens show for `O=C(Nc1ccccc1N1CCN(C(=O)c2ccccc2)CC1)c1ccc([N+](=O)[O-])o1`?
GASC-1 inh: -1

Results for CN(C[C@@H](CC1CCCCC1)N(C[C@H](Cc1ccccc1)N(CCc1ccccc1)N=O)N=O)N=O ?
GASC-1 inh: -4

How did CC1CC2=C(NC(=S)NC2c2cccc(F)c2)/C(=C/c2cccc(F)c2)C1 (stereo not given) do in these assays?
GASC-1 inh: 7

What do the screens show for `COc1ccc(/C=C2\N=C(c3ccccc3Cl)NC2=O)cc1`?
GASC-1 inh: -20

How did CCCC/C=C/[C@H](c1ccccc1)[C@H](CO)Cc1cccnc1 do in these assays?
GASC-1 inh: 3

What do the screens show for `CCOc1ccc2[nH]c(=O)c(CN(Cc3ccco3)C(=O)c3ccc(Br)cc3)cc2c1`?
GASC-1 inh: 18

How did COc1c2ccc(C(=O)NCc3cc(C(F)(F)F)cc(C(F)(F)F)c3)cc2nn1C do in these assays?
GASC-1 inh: -3

How did COc1cccc(NC(=O)Cn2c(=O)n(CCCC(=O)NCc3ccco3)c(=O)c3ccccc32)c1 do in these assays?
GASC-1 inh: -7

Results for CCCN1C(=O)/C(=C\C=C2\N(CC)c3ccccc3C2(C)C)SC1=S ?
GASC-1 inh: -3

Results for O=C(N=Nc1c(O)[nH]c2ccc(Br)cc12)c1cc(-c2cccs2)nc2ccccc12 ?
GASC-1 inh: 2

What do the screens show for `Cc1cc(=O)[nH]c2c(N=Nc3ccc(O)cc3)c(N)nn12`?
GASC-1 inh: 14

What do the screens show for `COc1cc(S(=O)(=O)N(C)C2CCCCC2)c(C)cc1C`?
GASC-1 inh: 5

How did CCOC(=O)N1CCC(NC(=O)C(NC(=O)C2CCC(C)CC2)C(C)CC)CC1 (stereo not given) do in these assays?
GASC-1 inh: -4

Results for Cc1ccc(/C=C2/SC(=S)N(CCCC(=O)Nc3ccc(O)cc3)C2=O)cc1 ?
GASC-1 inh: 7

What do the screens show for `CCC12CN3CC(CC)(CN(C1)C3c1c(O)ccc3ccccc13)C2=O` (stereo not given)?
GASC-1 inh: 0

Results for CC1=C(C#N)C(=O)NC(=O)/C1=C\c1ccc(-c2ccc(C)cc2[N+](=O)[O-])o1 ?
GASC-1 inh: -1

What do the screens show for `CCSc1ncc(Cl)c(C(=O)N(Cc2ccc(N(C)C)cc2)C2CCS(=O)(=O)C2)n1` (stereo not given)?
GASC-1 inh: -14

Results for COc1ccc(O)c(/C=C(\C#N)C(=O)Nc2ccccn2)c1 ?
GASC-1 inh: 9

What do the screens show for `Cc1nc2c(cnn2-c2ccc(Cl)cc2)c(=O)n1-c1ccc(N2CCC(C)CC2)cc1`?
GASC-1 inh: -11

What do the screens show for `CC(C)(C)[C@@H]1C=C(C(=O)N2CCN(Cc3ccccc3)CC2)O[C@H](OCc2ccc(CO)cc2)C1`?
GASC-1 inh: 1

How did CCN(CC)c1ccc(NC(=O)Cn2c(C(C)NC(=O)c3ccc(C)cc3)nc3ccccc32)cc1 (stereo not given) do in these assays?
GASC-1 inh: -30

How did O=c1[nH]c(C2CCN(S(=O)(=O)c3cccc(Cl)c3)CC2)nc2c1nnn2Cc1ccccc1 do in these assays?
GASC-1 inh: -12

Results for CCOc1cc(-c2nc(-c3ccc(C)nc3OC)no2)cc(OCC)c1OCC ?
GASC-1 inh: 4

3 entries already listed, sorted by formula weight, rising:
What do the screens show for `Cc1cc(=O)[nH]c2c(N=Nc3ccc(O)cc3)c(N)nn12`?
GASC-1 inh: 14

What do the screens show for `CCC12CN3CC(CC)(CN(C1)C3c1c(O)ccc3ccccc13)C2=O` (stereo not given)?
GASC-1 inh: 0

What do the screens show for `O=C(Nc1ccccc1N1CCN(C(=O)c2ccccc2)CC1)c1ccc([N+](=O)[O-])o1`?
GASC-1 inh: -1

Remaining list, next part.
How did CC(C)n1c(SCC(=O)N2c3ccccc3Sc3ccccc32)nc2c1c(=O)n(C)c(=O)n2C do in these assays?
GASC-1 inh: 15

How did COc1ccc([C@@H]2[C@H]3CN(C(C)=O)CC=C3C(C#N)=C(N)C2(C#N)C#N)c2ccccc12 do in these assays?
GASC-1 inh: 0

What do the screens show for `CCOCc1cc(=O)[nH]c(SC)n1`?
GASC-1 inh: 11

Results for O=C(Nc1ccccc1)C1=C(c2ccccc2)S(=O)(=O)CCS1(=O)=O ?
GASC-1 inh: -9

How did CCOC(=O)[C@H]1[C@H]2COc3ccc(Cl)cc3[C@@H]2N2C(=O)c3cc(Br)ccc3NC(=O)[C@@]12C do in these assays?
GASC-1 inh: -5

What do the screens show for `CC(=O)Nc1ccc(C(=O)Nc2cccc(-c3cnc4ccccc4n3)c2)cc1`?
GASC-1 inh: -2

How did CC(C)n1nnnc1SCC(=O)Nc1cccc(F)c1 do in these assays?
GASC-1 inh: -12

Results for BrC(=C\c1ccccc1)/C=N/n1cnnc1 ?
GASC-1 inh: -6

What do the screens show for `O=C1CC(c2ccccc2)n2nc(NC(=O)c3cccnc3)nc2N1` (stereo not given)?
GASC-1 inh: -14

How did Cc1cccn2c(CNCCc3ccco3)c(C(=O)N3CCOCC3)nc12 do in these assays?
GASC-1 inh: 2

How did Oc1ccc(C2C=C(c3ccc(F)cc3)Nc3ncnn32)cc1 (stereo not given) do in these assays?
GASC-1 inh: 6

Results for CCc1cc(-c2ccc3c(c2)COc2c4ccccc4nn2-3)on1 ?
GASC-1 inh: 7

What do the screens show for `O=C(c1cc(-c2ccccn2)nc2ccc(Br)cc12)N1CCc2ccccc2C1`?
GASC-1 inh: inactive

What do the screens show for `COc1ccc(C2=NN(C(=O)c3ccccc3)C(c3ccc(OC)c(OC)c3)C2)c(O)c1` (stereo not given)?
GASC-1 inh: -6

What do the screens show for `CCOC(=O)c1ccccc1NC(=O)CN1C(=O)CCS(=O)(=O)c2ccccc21`?
GASC-1 inh: -37

How did COc1cc2c(cc1NC(=O)COC(=O)Cn1cnc3ccccc31)oc1ccccc12 do in these assays?
GASC-1 inh: -8

What do the screens show for `O=C1c2cccc3c([N+](=O)[O-])ccc(c23)C(=O)N1Cc1cccnc1`?
GASC-1 inh: 16

Results for Cc1cc([N+](=O)[O-])nn1Cc1ccc(F)cc1 ?
GASC-1 inh: -16

What do the screens show for `CCc1ccccc1NC(=O)c1cnccn1`?
GASC-1 inh: 18

What do the screens show for `CCOc1ncccc1C(=O)N1CCN(c2cccc(C)c2C)CC1`?
GASC-1 inh: -8

What do the screens show for `CCCCCc1ccc(OCCOCCn2c[n+](C)c3ccccc32)c(CCCCC)c1`?
GASC-1 inh: -1

How did COc1cccc(CN2CCC(Oc3ccc(C(=O)NCc4ccccn4)cc3)CC2)c1O do in these assays?
GASC-1 inh: -6

How did O=C(O)C1=C[C@H](c2ccc(Br)cc2)C[C@H](OCc2ccc(CO)cc2)O1 do in these assays?
GASC-1 inh: -1

What do the screens show for `COCCNC(=O)c1onc(CSc2cccc(C)c2)c1C(=O)O`?
GASC-1 inh: 13

Results for CCCCSc1nc2sc3c(c2c(=O)n1-c1ccc(OC)cc1)CCN(C)C3 ?
GASC-1 inh: -8

How did CCCc1nnc(NC(=O)C(=O)NCCN(CC)CC)s1 do in these assays?
GASC-1 inh: 8

Results for CC(C)NC(=O)CSc1nc(-c2ccccc2)cs1 ?
GASC-1 inh: 3

Results for CC1CC(C)C[N+](=C2C=C(N3CCCC3)CC(C)(C)C2)C1 (stereo not given) ?
GASC-1 inh: 9

Results for O=C1/C(=C/c2ccncc2)CCC/C1=C\c1ccncc1 ?
GASC-1 inh: 37

Results for COc1ccc(N/N=C(\C#N)C(=N)SCc2ccccc2)cc1 ?
GASC-1 inh: -4

How did O=C(O)C1=C[C@@H](c2ccccc2)C[C@@H](OCCCCO)O1 do in these assays?
GASC-1 inh: 3

Results for CC1(c2nnc(Cc3ccccc3)o2)CC(c2cccnc2)=NO1 (stereo not given) ?
GASC-1 inh: -2

What do the screens show for `C=CCNC(=O)c1onc(CSc2ccccc2)c1C(=O)O`?
GASC-1 inh: 25

What do the screens show for `COc1ccccc1-c1c(C#N)c(SCC(=O)N2CCCC2)nc(C)c1C(N)=O`?
GASC-1 inh: 17

What do the screens show for `O=C(Nc1ccccc1C(=O)O)c1ncn[nH]1`?
GASC-1 inh: 7

What do the screens show for `CC(C)(C)OC(=O)N1CCCC1C(=O)N1CCCC1C(=O)N1CCCC1C(=O)O` (stereo not given)?
GASC-1 inh: 3

What do the screens show for `O=C(CN(Cc1ccco1)C(=O)CNS(=O)(=O)c1ccccc1)NC1CCCCC1`?
GASC-1 inh: -7

What do the screens show for `COc1ccc(C(C(=O)NCC2CCCO2)N(C(=O)c2snc(C(N)=O)c2N)c2ccccc2)cc1OC` (stereo not given)?
GASC-1 inh: -17

How did CCn1nc(C)cc1C(=O)N1CCCC(Nc2ccc(C(C)C)cc2)C1 (stereo not given) do in these assays?
GASC-1 inh: 10

What do the screens show for `COc1cc(OC)c2c(C)cc(=O)oc2c1C(CCN1CCOCC1)c1ccc2c(c1)OCO2` (stereo not given)?
GASC-1 inh: 2

How did CCC1=NN2C(=N)/C(=C\c3ccc(OCc4cc(=O)n5nc(CC)sc5n4)c(OC)c3)C(=O)N=C2S1 do in these assays?
GASC-1 inh: -32

Results for COC(=O)c1cc(OC)c(OC)cc1NC(=O)c1cccnc1 ?
GASC-1 inh: 51

What do the screens show for `C=CCNC(=O)c1onc(CSc2ccc(F)cc2)c1C(=O)O`?
GASC-1 inh: -18

What do the screens show for `O=c1[nH]c2ccccc2nc1/C=C/c1ccc(O)cc1`?
GASC-1 inh: 9

Results for CCOC(=O)N1CCN(c2nc3ccc(C)cc3n3cnnc23)CC1 ?
GASC-1 inh: 4

Results for CCN(CC)c1ccc(/C=N/NC(=O)c2cnccn2)cc1 ?
GASC-1 inh: 12

How did O=C1c2ccc3c4c(ccc(c24)C(=O)N1CCCCO)C(=O)N(CCCCO)C3=O do in these assays?
GASC-1 inh: 7

What do the screens show for `Cc1cc(C)c(C)c(S(=O)(=O)NCC(=O)Nc2ccccc2F)c1C`?
GASC-1 inh: 25

What do the screens show for `Nc1ccc(C2=Nc3cccc4cccc(c34)N2)cc1`?
GASC-1 inh: 11

What do the screens show for `O=C(Cn1cnc2ccccc2c1=O)c1ccc(Cl)cc1`?
GASC-1 inh: 8
